Screens as filed in PubChem.
BioA inh: BioA (M. tuberculosis) enzyme inhibition; purified M. tuberculosis BioA enzyme, plate reader; inhibition, % at 9.99 µM; 360,000 tested, 0.096% active; AID 602481; in the data active means inhibition above about 40%
* = called active by the depositor. This is a subset. The share of hits here may be higher or lower than overall.

| canonical_smiles | BioA inh |
| --- | --- |
| CN1C(=O)c2cc(NC(=O)c3cscn3)ccc2OC[C@@H]2O[C@@H](CC(=O)N3CCOCC3)CC[C@@H]21 | 0.3 |
| O=C(C[C@H]1CC[C@H]2[C@@H](COC[C@@H](O)CN2C(=O)Nc2cccc(F)c2)O1)NCc1ccccc1Cl | 3.4 |
| CO[C@H]1CN(C)C(=O)c2cc(NC(C)=O)ccc2OC[C@@H](C)N(Cc2ccccc2F)C[C@@H]1C | 2.3 |
| COCC(=O)Nc1ccc2c(c1)OC[C@@H](C)N(C(=O)c1ccncc1)C[C@H](C)[C@H](OC)CN(C)C2=O | -1.4 |
| CN1[C@@H]2c3ccc(-c4cccnc4)c(=O)n3C[C@@H]2[C@@H](CO)[C@@H]1C(=O)NCC1CCCCC1 | 2.9 |
| COc1ccc(NC(=O)N(C)C[C@H]2OCCCC[C@H](C)Oc3ccc(NC(=O)Nc4ccc(C(F)(F)F)cc4)cc3C(=O)N([C@@H](C)CO)C[C@H]2C)cc1 | -0.5 |
| C[C@H]1CN([C@@H](C)CO)C(=O)c2cc(NC(=O)Cc3cn(C)c4ccccc34)ccc2O[C@H]1CN(C)S(=O)(=O)c1cccs1 | -1.7 |
| C[C@H](CO)N1C[C@H](C)[C@@H](CN(C)C(=O)c2ccccc2)OCc2ccccc2-c2c(n(C)c3ccccc23)C1=O | 3.0 |
| C[C@H](CO)N1C[C@H](C)[C@@H](CN(C)S(=O)(=O)c2cn(C)cn2)Oc2cc(C#Cc3cccc(F)c3)ccc2S1(=O)=O | -2.1 |
| CC=Cc1ccc2n(c1=O)C[C@H]1[C@H](CO)[C@@H](C(=O)NCCCN(C)C)N(Cc3cocn3)[C@@H]21 (mixture of isomers) | 0.9 |
| CO[C@H]1CN(C)C(=O)c2ccc(NS(C)(=O)=O)cc2OC[C@@H](C)N(CC2CC2)C[C@@H]1C | 0.6 |
| CO[C@@H]1CN(C)C(=O)c2cc(NS(=O)(=O)c3ccccc3C)ccc2OC[C@@H](C)N(C)C[C@H]1C | 1.2 |
| CO[C@H]1CN(C)C(=O)c2ccc(NC(=O)C3CCOCC3)cc2OC[C@H](C)NC[C@H]1C | -0.9 |
| COC(=O)C[C@H]1C[C@@H]2c3cc(NS(C)(=O)=O)ccc3O[C@@H]2[C@@H](CO)O1 | 0.6 |
| O=C(C[C@@H]1CC[C@@H]2[C@H](COC[C@H](O)CN2Cc2ccccc2F)O1)N[C@H]1CCN(Cc2ccccc2)C1 | -0.4 |
| C[C@H]1CN([C@@H](C)CO)S(=O)(=O)c2ccc(C3=CCCCC3)cc2O[C@H]1CN(C)C(=O)c1ccccc1 | -0.2 |
| COc1cccc(S(=O)(=O)N[C@H]2C=C[C@H](CC(=O)NC3Cc4ccccc4C3)O[C@H]2CO)c1 | -0.3 |
| COc1ccc(CNC(=O)C[C@H]2CC[C@H](NS(=O)(=O)c3cccc(OC)c3)[C@@H](CO)O2)cc1 | -3.3 |
| Cn1cnc(S(=O)(=O)N2C[C@H](O)COC[C@H]3O[C@H](CC(=O)NC4CCC4)CC[C@@H]32)c1 | -2.3 |
| COCC#Cc1ccc2c(c1)O[C@@H](CN(C)Cc1ccccc1)[C@@H](C)CN([C@@H](C)CO)S2(=O)=O | -1.7 |
| C/C=C/c1cnc2c(c1)C(=O)N([C@@H](C)CO)C[C@@H](C)[C@H](CN(C)C(=O)C1CCOCC1)O2 | 0.1 |
| C[C@H](CO)N1C[C@H](C)[C@@H](CN(C)S(=O)(=O)c2cccs2)OCCCC[C@H](C)Oc2ccc(NC(=O)Nc3ccc(C(F)(F)F)cc3)cc2C1=O | 1.6 |
| C[C@@H]1CN([C@@H](C)CO)C(=O)c2cccc(NC(=O)c3ccncc3)c2O[C@@H]1CN(C)C(=O)Nc1ccccc1 | -3.1 |
| O=C([C@@H]1[C@@H](CO)[C@@H]2Cn3c(ccc(C4=CCCC4)c3=O)[C@H]1N2Cc1nccs1)N1CCCCC1 | -1.5 |
| COc1ccccc1C#Cc1ccc([C@H]2[C@H]3CN(S(C)(=O)=O)CCCCN3[C@H]2CO)cc1 | 2.7 |
| COc1ccccc1-c1cnc2c(c1)C(=O)N([C@H](C)CO)C[C@H](C)[C@@H](CN(C)C(=O)c1cccnc1)O2 | 3.0 |
| COCCNC(=O)C[C@H]1C[C@@H]2c3cc(NS(=O)(=O)c4ccc(F)cc4)ccc3O[C@@H]2[C@@H](CO)O1 | 0.5 |
| COc1ccc(NC(=O)N2C[C@@H](O)COC[C@H]3O[C@H](CC(=O)NCc4ccncn4)CC[C@@H]32)cc1 | 3.8 |
| CCCC(=O)N1C[C@@H]2[C@H](c3ccccc31)[C@@H](CO)N2C(=O)CC1CC1 | -4.7 |
| C[C@@H]1CN([C@@H](C)CO)C(=O)Cc2cc(NC(=O)C3CCCCC3)ccc2O[C@H]1CN(C)C(=O)NC1CCCCC1 | -2.7 |
| O=C(Nc1cccc(Cl)c1)N[C@H]1CC[C@H](CCNC(=O)C2CCCC2)O[C@@H]1CO | 1.1 |
| C[C@@H]1CN([C@H](C)CO)C(=O)c2c(c3ccccc3n2C)-c2ccccc2CO[C@H]1CN(C)C(=O)c1ccc(F)cc1 | 2.1 |
| C[C@H](CO)N1C[C@H](C)[C@H](CN(C)S(=O)(=O)c2cccs2)Oc2c(NS(=O)(=O)c3ccc(Cl)cc3)cccc2C1=O | 0.5 |
| C[C@@H]1CN([C@@H](C)CO)C(=O)Cc2cc(NC(=O)Nc3ccc(C(F)(F)F)cc3)ccc2O[C@H]1CN(C)Cc1ccncc1 | -0.7 |
| C[C@@H]1CCCCO[C@H](CN(C)Cc2ccc(Cl)c(Cl)c2)[C@@H](C)CN([C@H](C)CO)C(=O)c2cc(NS(C)(=O)=O)ccc2O1 | 0.9 |
| O=C(NC1Cc2ccccc2C1)[C@@H]1[C@@H](CO)[C@@H]2Cn3c(cccc3=O)[C@@H]2N1C(=O)c1cnccn1 | -1.2 |
| CC(C)NC(=O)Nc1cccc2c1O[C@@H](CN(C)S(=O)(=O)c1ccccc1)[C@H](C)CN([C@H](C)CO)C2=O | -4.9 |
| O=C(C[C@H]1CC[C@H](NC(=O)Nc2ccc(C(F)(F)F)cc2)[C@H](CO)O1)NCCN1CCCC1 | -1.5 |
| COc1ccc(NC(=O)Nc2ccc3c(c2)CC(=O)N([C@H](C)CO)C[C@@H](C)[C@@H](CN(C)CC2CCCCC2)O3)cc1 | -1.2 |
| O=C(C[C@H]1CC[C@H]2[C@@H](COC[C@H](O)CN2Cc2ccc(Oc3ccccc3)cc2)O1)N1CCCCC1 | 1.0 |
| CC(C)C#Cc1cnc2c(c1)C(=O)N([C@H](C)CO)C[C@@H](C)[C@H](CN(C)C(=O)Nc1cc(F)ccc1F)O2 | 6.7 |
| C[C@H]1CN([C@@H](C)CO)S(=O)(=O)c2ccc(C3=CCCCC3)cc2O[C@@H]1CN(C)S(C)(=O)=O | 4.9 |
| CCCC(=O)Nc1ccc2c(c1)OC[C@@H](C)N(Cc1ccc(-c3ccccn3)cc1)C[C@@H](C)[C@H](OC)CN(C)C2=O | -1.4 |
| CCCNC(=O)Nc1ccc2c(c1)OC[C@H](C)N(C(=O)CC)C[C@@H](C)[C@@H](OC)CN(C)C2=O | -2.2 |
| C[C@H](CO)N1C[C@H](C)[C@H](CN(C)C(=O)NC2CCCCC2)Oc2ccc(NC(=O)Nc3ccc(F)cc3)cc2CC1=O | 1.6 |
| Cc1ccc(-c2ccc([C@H]3[C@@H](CO)N4CCCCN(C(=O)c5ccc(F)cc5)C[C@H]34)cc2)cc1 | -2.7 |
| Cc1ccc(S(=O)(=O)N(C)C[C@@H]2OCCCC[C@@H](C)Oc3ccc(NS(=O)(=O)c4ccc(F)cc4)cc3C(=O)N([C@@H](C)CO)C[C@@H]2C)cc1 | -3.6 |
| Cc1noc(C)c1S(=O)(=O)N(C)C[C@@H]1OCCCC[C@H](C)Oc2ccc(NC(=O)Cc3ccccc3)cc2C(=O)N([C@H](C)CO)C[C@H]1C | -0.4 |
| O=C(C[C@@H]1CC[C@H]2[C@@H](COC[C@@H](O)CN2S(=O)(=O)c2cccc(F)c2)O1)NCCCN1CCOCC1 | -3.2 |
| O=C(Nc1ccccc1F)N1C[C@@H]2[C@H](c3ccccc31)[C@@H](CO)N2C(=O)c1ccccn1 | -4.7 |

Other entries follow.
| canonical_smiles | BioA inh |
| --- | --- |
| CCN1C[C@@H](C)[C@H](OC)CN(C)C(=O)c2cc(NC(=O)NC(C)C)ccc2OC[C@H]1C | -2.1 |
| CC(C)C#Cc1cnc2c(c1)C(=O)N([C@@H](C)CO)C[C@@H](C)[C@@H](CN(C)C(=O)Nc1cc(F)ccc1F)O2 | 2.1 |
| CO[C@H]1CC[C@@H]2CCOc3ccc(C#N)cc3C(=O)N(C)C[C@H](C)C(=O)N(C)C[C@@H]1O2 | -0.3 |
| C[C@@H]1CN([C@@H](C)CO)C(=O)c2cc(NC(=O)Nc3ccc(F)cc3)ccc2O[C@@H]1CN(C)Cc1ccccc1 | -1.4 |
| C[C@H](CO)N1C[C@H](C)[C@H](CN(C)S(=O)(=O)c2ccccc2)OCCCC[C@H](C)Oc2ccc(NS(=O)(=O)c3ccc(F)cc3)cc2C1=O | -2.5 |
| C[C@H](CO)N1C[C@H](C)[C@@H](CN(C)Cc2ccncc2)Oc2ccc(NS(=O)(=O)c3ccc(F)cc3)cc2CC1=O | -0.6 |
| C[C@H]1CCCCO[C@H](CN(C)S(=O)(=O)c2ccccc2)[C@@H](C)CN([C@@H](C)CO)C(=O)c2cc(NC(=O)Nc3ccc4c(c3)OCO4)ccc2O1 | -0.9 |
| CO[C@@H]1CN(C)C(=O)c2ccc(NC(=O)C3CC3)cc2OC[C@@H](C)N(Cc2ccc(F)cc2)C[C@H]1C | 4.6 |
| COc1ccc(NC(=O)Nc2cccc3c2O[C@H](CN(C)Cc2ccc(C(F)(F)F)cc2)[C@@H](C)CN([C@@H](C)CO)C3=O)cc1 | -0.1 |
| CCNC(=O)C[C@@H]1CC[C@@H]2[C@H](COc3ccc(NS(C)(=O)=O)cc3C(=O)N2C)O1 | 2.0 |
| CNC[C@H]1Oc2cc(C#CCC(C)C)ccc2S(=O)(=O)N([C@H](C)CO)C[C@@H]1C | 0.5 |
| O=C([C@@H]1[C@@H](CO)[C@@H]2Cn3c(ccc(C4=CCCC4)c3=O)[C@H]1N2)N1CCCCC1 | -0.5 |
| COc1ccc(NC(=O)N[C@@H]2CC[C@H](CC(=O)NCc3ccccn3)O[C@H]2CO)cc1 | 3.7 |
| O=C(Cc1ccncc1)N[C@H]1CC[C@H](CCn2cc(-c3ccccc3F)nn2)O[C@@H]1CO | 0.9 |
| C[C@H](CO)N1C[C@H](C)[C@@H](CN(C)Cc2ccc(Oc3ccccc3)cc2)Oc2ccc(NS(C)(=O)=O)cc2CC1=O | 0.7 |
| Cc1ccc(S(=O)(=O)N(C)C[C@@H]2OCCCC[C@@H](C)Oc3ccc(NS(=O)(=O)c4ccc(Cl)cc4)cc3C(=O)N([C@@H](C)CO)C[C@@H]2C)cc1 | -2.0 |
| C[C@H](CO)N1C[C@H](C)[C@@H](CN(C)C(=O)CCCN(C)C)OCCCC[C@H](C)Oc2ccc(NC(=O)Nc3cccc4ccccc34)cc2C1=O | 1.1 |
| C[C@H](CO)N1C[C@H](C)[C@@H](CN(C)C(=O)NC2CCCCC2)Oc2c(NC(=O)Nc3cccc4ccccc34)cccc2C1=O | 0.5 |
| COc1ccccc1-c1ccc([C@@H]2[C@H]3CN(C(=O)CN4CCOCC4)CCCCN3[C@H]2CO)cc1 | 2.0 |
| CCC(=O)N(C)C[C@@H]1Oc2cc(C#Cc3ccccc3)ccc2S(=O)(=O)N([C@H](C)CO)C[C@H]1C | -0.9 |
| CO[C@H]1CN(C)C(=O)c2ccc(NC(C)=O)cc2OC[C@H](C)N(Cc2ccncc2)C[C@@H]1C | 0.9 |
| C[C@@H]1CCCCO[C@@H](CN(C)C(=O)Nc2cccc3ccccc23)[C@@H](C)CN([C@@H](C)CO)C(=O)c2cc(NC(=O)C3CCCCC3)ccc2O1 | -1.7 |
| C/C=C/c1cnc2c(c1)C(=O)N([C@@H](C)CO)C[C@H](C)[C@@H](CN(C)Cc1ccncc1)O2 | -0.8 |
| CCCN(C)C[C@@H]1Oc2ncc(C#CC3CCCCC3)cc2C(=O)N([C@@H](C)CO)C[C@H]1C | -0.7 |
| COc1ccccc1CNC(=O)C[C@H]1CC[C@H]2[C@@H](COC[C@H](O)CN2C(=O)Nc2ccc(C(F)(F)F)cc2)O1 | 0.9 |
| Cc1ccc(S(=O)(=O)N[C@H]2C=C[C@@H](CC(=O)N3CCN(c4ccccc4)CC3)O[C@@H]2CO)cc1 | -3.5 |
| O=C(CN1CCOCC1)N1CC[C@H]2[C@H](CO)Nc3ccc(Br)cc3[C@H]21 | 7.0 |
| COc1cccc(CNC(=O)C[C@H]2CC[C@H](NC(C)=O)[C@@H](CO)O2)c1 | -3.4 |
| COc1ccc(-c2cn(CC[C@H]3CC[C@H](NC(=O)Cc4ccccn4)[C@@H](CO)O3)nn2)cc1 | 1.1 |
| CCCNC(=O)C[C@@H]1C[C@@H]2c3cc(NC(=O)C4CCOCC4)ccc3O[C@@H]2[C@@H](CO)O1 | -0.1 |
